Screening results deposited in PubChem BioAssay by several laboratories.
p97 ATPase inh – blocks human p97 ATPase activity; recombinant p97 ATPase, Kinase-Glo ATP luminescence, 3 h; 220,000 compounds, 0.42% hits; inhibition, % at 8 µM; P55072; in the data active = inhibition above about 15%;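 also: 0% = DMSO vehicle and 100% = wells lacking enzyme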
FXIIa inh 1536 – factor XIIa (human) inhibition; P00748; purified FXIIa, Boc-QGR-AMC fluorogenic substrate, 2 h; inhibition, % at 5 µM; 220,000 compounds, 0.3% hits; AID 800; in the data active = inhibition above about 40%;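 also: 0% = enzyme with no compound and 100% = blank without enzyme; many of its hits are not listed in these tables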
14-3-3 Bad PPI – disrupts binding of bovine 14-3-3 zeta to phospho-Bad peptide; P63103; TR-FRET 14-3-3zeta/Dy647-pBad peptide displacement, 1 h; inhibition, % at 21.7 µM; 220,000 compounds, 0.71% hits; AID 781;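 active = inhibition above about 70%, limit read from the data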;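 also: 0% = full 14-3-3 plus peptide FRET controls and 100% = background without 14-3-3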
Rad51 HR inh – blocks human Rad51 in homologous recombination | Q06609 | hRad51 DNA strand exchange, fluorescence dequenching | inhibition, % at 10 µM | 200,000 compounds, 0.085% hits | AID 1385;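 active = inhibition above 40% at the single screening dose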;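 also: 0% = DMSO control wells and 100% = blanks with heterologous ssDNA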
Target sequence (Q06609 whole entry, looked up): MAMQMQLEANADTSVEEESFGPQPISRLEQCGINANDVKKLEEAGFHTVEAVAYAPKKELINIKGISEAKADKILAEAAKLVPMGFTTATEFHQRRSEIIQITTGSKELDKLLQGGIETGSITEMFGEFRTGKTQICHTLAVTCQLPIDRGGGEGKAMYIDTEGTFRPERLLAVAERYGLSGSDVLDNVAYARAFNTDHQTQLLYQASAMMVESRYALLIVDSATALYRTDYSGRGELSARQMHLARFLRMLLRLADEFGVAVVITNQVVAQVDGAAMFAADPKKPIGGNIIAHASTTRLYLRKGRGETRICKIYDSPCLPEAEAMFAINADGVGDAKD
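material = hRad51 filaments on single-stranded DNA | reagent = Donor/quencher-labelled 47-bp dsDNA substrate | compound = 10 µM final, single point | schedule = strand-exchange reaction 15 min at room temperature | measured by = fluorescein emission 520 nm, excitation 485 nm | read-out basis = % inhibition versus plate control and blank means | benchmarks = plate controls and plate blanks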
Wee1 degr inh – inhibitors of human Wee1 degradation. reporter increase, % at 5 µM. AID 1321. P30291. 220,000 compounds, 1.2% hits. HeLa Luc-Wee1K328M stability, luciferase luminescence; 100% = proteasome inhibitor MG132 effect;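 active = activation above the mean of all tested compounds plus 3 SD, set per screening run, cut at about 8.8% in these data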;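 also: cells exposed to compound for 20 h before luminescence read; 0% = DMSO alone and 100% = MG132 at 30 µM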
Target sequence (P30291 whole entry K328M): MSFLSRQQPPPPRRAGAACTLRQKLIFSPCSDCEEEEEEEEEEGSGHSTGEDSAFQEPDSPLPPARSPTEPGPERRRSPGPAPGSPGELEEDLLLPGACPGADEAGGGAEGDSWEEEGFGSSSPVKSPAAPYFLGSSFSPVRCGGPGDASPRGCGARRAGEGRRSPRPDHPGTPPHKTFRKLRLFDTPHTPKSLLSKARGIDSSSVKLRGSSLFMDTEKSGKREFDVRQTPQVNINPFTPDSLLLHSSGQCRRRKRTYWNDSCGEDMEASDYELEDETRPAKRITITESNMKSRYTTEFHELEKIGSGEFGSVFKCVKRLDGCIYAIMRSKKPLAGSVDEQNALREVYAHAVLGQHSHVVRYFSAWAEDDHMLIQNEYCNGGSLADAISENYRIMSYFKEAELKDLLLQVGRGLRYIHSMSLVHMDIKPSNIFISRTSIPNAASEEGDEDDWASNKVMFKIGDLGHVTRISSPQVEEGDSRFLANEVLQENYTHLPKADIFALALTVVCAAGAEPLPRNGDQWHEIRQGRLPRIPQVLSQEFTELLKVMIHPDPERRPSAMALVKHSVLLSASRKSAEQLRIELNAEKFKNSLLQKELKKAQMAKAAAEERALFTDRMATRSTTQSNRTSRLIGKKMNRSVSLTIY
FXIa inh – blocks human coagulation factor XIa protease activity | purified FXIa, Boc-Glu-Ala-Arg-AMC fluorogenic substrate | 220,000 compounds, 0.14% hits | P03951 | inhibition, % at 5 µM | AID 798;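 active = inhibition of at least 40%; inactive = inhibition below 40%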;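 also: fluorescence of freed AMC excited at 355 nm; 0% = enzyme without compound and 100% = no enzyme blank; many of its hits are not listed in these tables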
hK5 inh – inhibitors of human kallikrein 5; Q9Y337; recombinant hK5, fluorogenic AMC substrate cleavage; inhibition, % at 5 µM; 210,000 compounds, 0.59% hits; AID 873;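 active = inhibition of 40% or more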;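 also: 0% = enzyme controls without compound and 100% = no-enzyme blanks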
Mdm2 ligase inh – blocks human Mdm2 ubiquitin ligase activity. signal enhancement, % at 5 µM. cell-based MDM2 ubiquitination luciferase reporter, 2 h; 0 = plate control, 100 = twice control, blank-subtracted. 210,000 compounds, 0.11% hits;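 active = signal enhancement of 30% or more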;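 also: luminescence tracks abundance of the self-degrading MDM2-luciferase fusion protein; higher signal means inhibition of MDM2 E3 ligase activity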
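Buffer or medium: Cells held in DMEM | Assay system: Stable mammalian line carrying autodegrading MDM2–luciferase fusion reporter | Quantity: 2000 cells/well | Times: 4 h settle plus 2 h compound, 37 °C | Doses: One concentration, 5 µM, with 0.2% DMSO | Technique: Luminescence with SteadyLite reagent, 15 min at room temperature | Benchmarks: Plate controls and plate blanks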
eIF4E-4G inh – inhibitors of eIF4E and eIF4G interaction in translation initiation; inhibition, % at 21.7 µM; AID 782; 220,000 compounds, 0.37% hits; TR-FRET eIF4E-eIF4GI(517-606) binding, 2 h;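 active = inhibition above about 30%, limit read from the data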;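 also: 0% = full FRET control wells and 100% = background wells lacking eIF4GI fragment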
Active calls of the source: *; x = not tested or not shown; [ ] = dose if it differs, or a comment.

entry	compound	p97 ATPase inh	FXIIa inh 1536	14-3-3 Bad PPI	Rad51 HR inh	Wee1 degr inh
1	O=C(CSc1nc2c([nH]c3ccccc32)c(=O)n1-c1ccccc1)N1CCOCC1	7	9	13[fluorescence artefact?]	-2	-2
2	CSc1cccc(NC(=O)c2nnn(Cc3ccccc3)c2N)c1	-2	15	4	-3	1
3	CC[C@H](C)[C@@H](NC(=O)O[C@@H]1C(=O)c2cc(Br)ccc2O[C@H]1c1cccc(OC)c1)C(=O)OC	4	13	-16	-7	1
4	COC(=O)c1sc(NC(=S)NC(=O)c2ccccc2)nc1C	3	24	6	2	-3
5	CCC(C)NC(=O)c1ccc(-n2c(=S)[nH]c3ccccc3c2=O)cc1 (configuration not stated)	4	8	-7	4	-3
6	CCOC(=O)c1sc(-c2ccccc2)cc1NC(=O)CSc1nnnn1C	-6	11	-3	1	-2
7	COc1cc2nc(/C=C/c3ccc(N(C)C)cc3)sc2cc1SC	4	12	-4[fluorescence artefact?]	-477	0
8	O=C(CNc1cc(S(=O)(=O)N2CCCC2)ccc1OCC(F)(F)F)Nc1cc(Cl)cc(Cl)c1	0	9	1	3	1

entry	FXIa inh	hK5 inh	Mdm2 ligase inh	eIF4E-4G inh
1	-1	-1	0	4[fluorescence artefact?]
2	-1	-5	-2	8
3	4	-9	x	-1[fluorescence artefact?]
4	25	-5	-16	-2
5	-6	1	-10	-1
6	1	14	-15	5
7	8	-4	-4	9
8	-2	1	-18	-4

(next part)
entry	compound	p97 ATPase inh	FXIIa inh 1536	14-3-3 Bad PPI	Rad51 HR inh	Wee1 degr inh
9	CC(C)C[C@@H]1NC(=O)[C@H](Cc2ccccc2)N(C)C(=O)[C@H](C)NC(=O)c2ccccc2NC(=O)[C@H](Cc2ccc(O)cc2)N(C)C1=O	x	7	-6	3	x
10	COC(=O)C1=C(C(=O)OC)[C@@H]2N(Cc3ccccc3)c3ccccc3[C@@]23C[C@@H](C(=O)OC)N(C(C)=O)C3=N1	x	8	1	5	x
11	CCCCOC(=O)C1=C(N)N2C(=O)C(C)SC2=C(C(=O)OCC)C1c1ccc(O)c(OC)c1 (configuration not stated)	4	6	4	x	-2
12	Cc1ccc([N+](=O)[O-])cc1N(CC(=O)NCC1CCCO1)S(C)(=O)=O (configuration not stated)	0	6	-6	x	5
13	NC(=NC(=O)c1ccccc1)C1=C(O)CCC1=O	-5	19	-1	1	3
14	O=C(Nc1sc2c(c1C(=O)NC1CC1)CCCCCC2)c1ccco1	3	-1	7	-4	-3
15	CC1(C)Cc2ccccc2C(NN=C2CCCC2)=N1	1	7	-8	3	0
16	O=C(CN1CCC2(CC1)OCCO2)c1c[nH]c2ccccc12	-1	11	-9[fluorescence artefact?]	3	-1

entry	FXIa inh	hK5 inh	Mdm2 ligase inh	eIF4E-4G inh
9	5	4	-28	-14
10	4	4	5	1
11	3	1	-12	2
12	-1	x	x	0
13	5	11	0	6[fluorescence artefact?]
14	0	1	-3	-1
15	0	-6	-7	2
16	1	-20	-19	0[fluorescence artefact?]

Next entries
entry	compound	p97 ATPase inh	FXIIa inh 1536	14-3-3 Bad PPI	Rad51 HR inh	Wee1 degr inh
17	CC1=C(C#N)C(NC(=O)c2ccco2)(C(F)(F)F)C(=O)N1 (configuration not stated)	1	14	1[fluorescence artefact?]	3	1
18	CCOC(=O)c1ccccc1NC(=O)CN(c1ccccc1OC)S(C)(=O)=O	-3	1	-8	8	0
19	CC1=CC(C)C(C(=O)O)C(C(=O)Nc2cccnc2)C1 (configuration not stated)	5	2	-6	-2	0
20	CC1=CC(C)(C)N(C(=O)C(C)N2C(=O)c3ccccc3C2=O)c2c(C)cc(C)cc21 (configuration not stated)	-2	7	1	x	6
21	OCC1(CCc2ccccc2)CCN(Cc2c(F)ccc(F)c2F)CC1	2	9	0	19	0
22	CCOc1ccc(S(=O)(=O)N(CC(=O)Nc2cc(C)on2)Cc2ccccc2Cl)cc1	-7	4	8	4	-2
23	CC(=O)Nc1ccc(C(=O)N/C(=C\c2ccccc2)C(=O)Nc2cccc(C(=O)O)c2)cc1	3	13	-10	21	-1
24	O=C1C=C(NNC(=O)c2cccnc2)CC(c2ccco2)C1 (configuration not stated)	-2	9	2	2	6

entry	FXIa inh	hK5 inh	Mdm2 ligase inh	eIF4E-4G inh
17	0	0	1	-5
18	0	-6	x	5
19	-3	0	-2	3
20	-4	1	-21	-1
21	-1	1	-3	-6
22	-4	3	-15	1
23	5	2	-8	-2
24	-3	0	1	3

Numbers 19 through 24 from above:
entry	compound	p97 ATPase inh	FXIIa inh 1536	14-3-3 Bad PPI	Rad51 HR inh	Wee1 degr inh
19	CC1=CC(C)C(C(=O)O)C(C(=O)Nc2cccnc2)C1 (configuration not stated)	5	2	-6	-2	0
20	CC1=CC(C)(C)N(C(=O)C(C)N2C(=O)c3ccccc3C2=O)c2c(C)cc(C)cc21 (configuration not stated)	-2	7	1	x	6
21	OCC1(CCc2ccccc2)CCN(Cc2c(F)ccc(F)c2F)CC1	2	9	0	19	0
22	CCOc1ccc(S(=O)(=O)N(CC(=O)Nc2cc(C)on2)Cc2ccccc2Cl)cc1	-7	4	8	4	-2
23	CC(=O)Nc1ccc(C(=O)N/C(=C\c2ccccc2)C(=O)Nc2cccc(C(=O)O)c2)cc1	3	13	-10	21	-1
24	O=C1C=C(NNC(=O)c2cccnc2)CC(c2ccco2)C1 (configuration not stated)	-2	9	2	2	6

entry	FXIa inh	hK5 inh	Mdm2 ligase inh	eIF4E-4G inh
19	-3	0	-2	3
20	-4	1	-21	-1
21	-1	1	-3	-6
22	-4	3	-15	1
23	5	2	-8	-2
24	-3	0	1	3

(next part)
entry	compound	p97 ATPase inh	FXIIa inh 1536	14-3-3 Bad PPI	Rad51 HR inh	Wee1 degr inh
25	CC(O)CNc1nc2ccccc2n1-c1ncnc2sc3c(c12)CCC3 (configuration not stated)	2	10	-11	-3	-3
26	Cc1ccc(NC(=O)c2noc3c2CCC3)cc1C	-1	0	43	2	0
27	O=C(Cn1cccc1C(=O)c1ccccc1)NCc1ccccc1	-4	16	-4	5	0
28	CCC(=O)Nc1ccc2nc(C)n(CC(=O)Nc3ccccc3)c(=O)c2c1	8	7	11	4	3
29	CC(C)NC(=O)c1cnc(Sc2ncc(C(F)(F)F)cc2Cl)n1C	1	5	-8	-7	1
30	O=C(CN1C(=O)c2ccccc2S1(=O)=O)NC1CCCC1	-3	6	-4	4	3
31	CC(C)CC(NC(=O)CNC(=O)C1O[C@@H]2OC(C)(C)O[C@@H]2[C@H]2OC(C)(C)O[C@@H]12)C(=O)O (some centres not stated)	2	5	-6	5	5
32	CCOc1ccccc1NC(=O)NCc1ccc(F)cc1	-1	9	-1	6	-2

entry	FXIa inh	hK5 inh	Mdm2 ligase inh	eIF4E-4G inh
25	5	-16	-9	9
26	2	-34	-64	24
27	0	3	-18	3
28	-1	-11	-5	-8
29	-1	4	-46	-4[fluorescence artefact?]
30	-4	12	4	-9
31	-1	x	-8	4
32	1	10	0	0

(continued)
entry	compound	p97 ATPase inh	FXIIa inh 1536	14-3-3 Bad PPI	Rad51 HR inh	Wee1 degr inh
33	O=C(Cc1cccs1)NCc1ccccc1	6	6	2	-5	0
34	Cc1sc2nc3c(C(=O)N4CCCC4)cc(C(=O)c4ccccc4O)cn3c(=O)c2c1C	0	x	-8	-7	2
35	Cc1nc2ncnn2c(C)c1Cc1cccc(F)c1	4	6	-7	35	0
36	CCOC(=O)CSc1nnc(-c2cccc(Br)c2)o1	0	11	26	4	-1
37	COC(=O)CNC(=O)COC(=O)c1cc(F)c(F)cc1Cl	1	-4	-4[fluorescence artefact?]	-6	1
38	CC(=O)c1cccc(NC(=O)COc2cc3oc(=O)c(CC(C)O)c(C)c3cc2Cl)c1 (configuration not stated)	0	8	0	7	2
39	COc1ccc(NC(=O)CSCC(=O)N2c3ccccc3CCc3ccccc32)cc1	-7	7	-6[fluorescence artefact?]	x	2
40	Cc1cccnc1NC(=O)C(C)N1C(=O)c2ccccc2C1=O (configuration not stated)	-5	26	5	4	1

entry	FXIa inh	hK5 inh	Mdm2 ligase inh	eIF4E-4G inh
33	4	-1	4	-1
34	-1	-1	2	0
35	-3	-9	-3	3
36	2	-23	-9	13
37	-6	1	-11	-1
38	5	-13	-14	2[fluorescence artefact?]
39	11	-26	x	4
40	34	34	-18	0

(listing goes on)
entry	compound	p97 ATPase inh	FXIIa inh 1536	14-3-3 Bad PPI	Rad51 HR inh	Wee1 degr inh
41	Cc1[nH][nH]c(=O)c1N=Nc1ccccc1C#N	6	7	-10	18	-1
42	O=c1cc(NC2CCCCC2)c2ccccc2o1	5	6	2	2	0
43	O=C(c1ccco1)c1cn(CC(=O)N2CCCCC2)c2ccccc12	-8	13	2	-4	-1
44	CC(C)(C)c1ccc(C(=O)CSc2ncn[nH]2)cc1	-1	15	-4	-3	0
45	O=C1CCN(S(=O)(=O)c2ccccc2)CCN1CCOCc1ccc(F)cc1	x	6	-4	4	x
46	COc1cccc(-c2nc(C(N)=O)c3[nH]c(=O)n(-c4ccccc4)c3n2)c1OC	4	15	6	-5	-2
47	Cc1ccc(NC(=O)CS(=O)CC(=O)N(CC(=O)NC2CCCC2)c2cc(C)ccc2C)cc1 (configuration not stated)	-8	16	-7	-4	1
48	C=CCNc1nnc(SCC(=O)N2CCCCC2)c2ccccc12	-3	-7	-12[fluorescence artefact?]	-2	-2

entry	FXIa inh	hK5 inh	Mdm2 ligase inh	eIF4E-4G inh
41	-2	6	-6	-3
42	-7	2	-13	2
43	3	5	5	-3
44	5	2	-2	-7
45	0	-2	2	-1
46	5	-6	-21	3
47	7	-6	-34	1
48	-11	0	-8	6

(further entries)
entry	compound	p97 ATPase inh	FXIIa inh 1536	14-3-3 Bad PPI	Rad51 HR inh	Wee1 degr inh
49	O=C(c1cccs1)N(CC1CCCO1)c1nc(-c2ccccc2)cs1 (configuration not stated)	-2	16	3	-4	-3
50	Cn1nnc2cc(C(=O)NC(C)(C)C)ccc21	-1	16	22	-1	-2
51	CC1C(=O)NC(=O)C1c1ccccc1 (configuration not stated)	10	1	-3	-12	1
52	NC(=O)c1cccc2ccccc12	7	3	2	x	-1
53	Cc1cccc2c3c([nH]c12)C(=O)CC(C)(C)S3	1	10	-8	0	2
54	O=C(CC1NCCc2ccccc21)Nc1ccc(Cl)cc1 (configuration not stated)	5	4	-5	1	-1
55	COc1ccccc1N1CCN(C(=O)Cc2c(C(=O)O)[nH]c3ccc(Cl)cc23)CC1	0	14	-4	-75	3
56	COc1ccc(-n2c(N)cc(=O)[nH]c2=O)cc1	5	9	60	10	-2

entry	FXIa inh	hK5 inh	Mdm2 ligase inh	eIF4E-4G inh
49	-1	-14	-5	-8
50	-3	-6	10	-5[fluorescence artefact?]
51	1	2	-18	-3
52	3	2	-15	-1
53	1	5	-4	0
54	-4	-3	10	3
55	0	2	-4	5
56	2	1	-5	-1
